Menin MLL FP TR = qHTS Assay for Inhibitors Targeting the Menin-MLL Interaction in MLL Related Leukemias: Competition With Texas Red Labeled MLL-derived Mutant Peptide. O00255. Menin + Texas Red MLL mutant peptide, fluorescence polarization. Potency, µM (titrated, usually from 61.6 µM), for inactives: at the top dose FP activity change, negative = inhibition, usual class: inhibitors. 0.23% of 270,000 active. AID 1768, 2009; active means well fitted inhibition curve with a large enough effect in the polarisation, with a control signal flat, not every such curve was filed as active; inconclusive means small, poorly fitted or top-dose-only effect, or effect the other way, or a change in a side signal; inactive means no such curve, though single readings can be large or run the other way; the % refers to the polarisation; further: potency means the concentration at half of the fitted maximal effect; % of control where 0% means no effect; many of its hits are not listed in these tables
KCNH2 3.1 inh = qHTS for Inhibitors of KCHN2 3.1: Mutant qHTS; activity change, % (tested at about 1.8 µM); U2OS KCNH2 3.1, thallium flux FluxOr; hits give low values; 0.95% of 340,000 active;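 active means maximum activity change below -70%; inconclusive means maximum activity change from -70% to -50%; inactive means maximum activity change above -50%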;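 further: thallium influx rate constant from kinetic fluorescence after stimulation buffer; on the % scale 0 is the no-effect control and ±100 the full control effect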
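U2OS cells transduced with KCNH2 3.1 mutant virus (1.77 x 10^8 /mL, 4 h), plated overnight at 37 C, loaded 45 min with FluxOr dye plus Red40 quencher. Thallium flux rate constant from kinetic reads after stimulation buffer, normalised to controls.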
FBPA coupling cs = qHTS Assay for Inhibitors of Fructose-1,6-bisphosphate Aldolase from Giardia Lamblia: Coupling assay counterscreen; AID 2472, 2010; 0.67% of 290,000 active; coupling enzyme system counterscreen, AmpLite Red fluorescence; activity change, negative = inhibition, % at 58.2 µM, hits read low; in the data active means activity change below about -30%; further: on the % scale 0 is the no-effect control and ±100 the full control effect
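First, compound is pin-transferred into glyceraldehyde-3-phosphate coupling-enzyme reagent at 57.5 uM final and held 10 min at RT. Next, substrate, coupling system and AmpLite Red are added. After 20 min RT, fluorescence (525/598 nm) is read.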
KCNH2 WT inh = qHTS for Inhibitors of KCHN2 3.1: Wildtype qHTS; 0.37% of 340,000 active; U2OS, BacMam KCNH2, thallium flux FluxOr; hits give low values; activity change, % at 1.84 µM; AID 720551, 2013; Voltage-gated inwardly rectifying potassium channel KCNH2 (Homo sapiens), Q12809;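 active means maximum activity change below -70%; inconclusive means maximum activity change between -70% and -50%; inactive means maximum activity change above -50%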; further: on the % scale 0 is the no-effect control and ±100 the full control effect
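U2OS cells were transduced with wild-type KCNH2 virus (2.03 x 10^8 / mL) for 4 h at room temperature, then cultured overnight at 37 C. Thallium flux was read with FluxOr dye. Rate constants were normalized to DMSO controls.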
Giardia killer = Small Molecules that selectively kill Giardia lamblia: qHTS. activity change, % at 7.66 µM, hits read low. 0.15% of 340,000 active. AID 540267, 2011. Giardia lamblia trophozoite viability; in the data active means activity change below about -80%; inconclusive means between about -30% and that limit;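 further: parasites exposed to compound for two days anaerobically before the ATP read; on the % scale 0 is the no-effect control and ±100 the full control effect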
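Luminescent ATP signal served as the viability read-out, measured 15-30 min after adding ATP detection reagent to trophozoites that had been incubated with compounds for 48 hrs at 37 deg C anaerobically at 100 cells/well.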
GALK inhibitor = qHTS Assay for Inhibitors of Human Galactokinase (GALK) | Potency, µM (highest dose often 57.5 µM), for the others: top-dose activity change, negative = inhibition, actives largely listed as inhibitors | Purified GALK, Kinase-Glo residual ATP luminescence | 0.007% of 270,000 active; further: potency means the concentration at half of the fitted maximal effect; on the % scale 0 is the no-effect control and ±100 the full control effect
Target sequence (P51570 whole entry, looked up): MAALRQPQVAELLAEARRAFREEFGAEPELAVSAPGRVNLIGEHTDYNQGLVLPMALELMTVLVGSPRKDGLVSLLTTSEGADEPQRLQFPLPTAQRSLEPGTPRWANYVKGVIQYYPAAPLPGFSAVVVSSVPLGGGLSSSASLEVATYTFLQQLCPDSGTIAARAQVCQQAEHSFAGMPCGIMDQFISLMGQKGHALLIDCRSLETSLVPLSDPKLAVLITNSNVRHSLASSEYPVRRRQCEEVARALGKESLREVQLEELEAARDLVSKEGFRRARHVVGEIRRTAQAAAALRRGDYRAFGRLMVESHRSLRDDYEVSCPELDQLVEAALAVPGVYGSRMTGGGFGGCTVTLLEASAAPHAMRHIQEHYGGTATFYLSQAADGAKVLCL
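Compounds were pin-transferred into ATP buffer (35 uM final), then GALK plus galactose (5 nM, 100 uM final) was added. After 1 h at room temperature, Kinase-Glo Plus was added and luminescence read after 10 min.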
B2AR arrestin = qHTS assay of beta-arrestin-biased ligands of beta2-adrenergic receptor; Beta-2 adrenergic receptor (Homo sapiens), P07550; beta-arrestin recruitment to beta2AR, cell-based reporter; Potency, µM (top dose mostly 46.1 µM), inactives show at the highest dose activation, most hits filed as activators; 0.02% of 330,000 active; AID 492947, 2010;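 further: potency means the concentration at half of the fitted maximal effect; 0% = DMSO controls and full agonism = EC100 isoproterenol or metaproterenol; nearly all actives have a fitted effect of over 65% in size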
Target sequence (P07550 whole entry, looked up): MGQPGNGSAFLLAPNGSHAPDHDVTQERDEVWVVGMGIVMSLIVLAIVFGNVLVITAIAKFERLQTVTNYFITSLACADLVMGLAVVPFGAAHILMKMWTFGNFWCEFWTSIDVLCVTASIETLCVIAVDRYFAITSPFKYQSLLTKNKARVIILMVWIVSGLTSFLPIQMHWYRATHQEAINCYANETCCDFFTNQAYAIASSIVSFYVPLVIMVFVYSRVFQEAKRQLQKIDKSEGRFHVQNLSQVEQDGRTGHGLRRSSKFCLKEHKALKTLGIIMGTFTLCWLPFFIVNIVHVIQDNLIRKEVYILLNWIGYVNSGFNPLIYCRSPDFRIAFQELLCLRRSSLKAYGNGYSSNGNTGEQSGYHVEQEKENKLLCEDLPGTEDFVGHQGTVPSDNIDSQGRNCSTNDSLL
PKM2 act = qHTS Assay for Activators of Human Muscle isoform 2 Pyruvate Kinase. purified PKM2, Kinase-Glo ATP luminescence, activation; response scale: 0% is enzyme alone, no compound. Potency, µM (series often up to 57.5 µM), without a hit: at the highest dose activation, actives largely listed as activators. Pyruvate kinase PKM (Homo sapiens), P14618. 0.34% of 260,000 active. AID 1631, 2009; further: potency means the concentration at half of the fitted maximal effect; on the % scale 0 is the no-effect control and ±100 the full control effect; nearly all actives have a fitted effect of over 55% in size
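Purified hPK-M2 (>95% pure) converted ADP (0.1 mM final) to ATP with 0.5 mM PEP in 50 mM imidazole pH7.2, KCl, MgCl2, Tween 20, BSA; 1 h at room temperature. ATP detected by Kinase-Glo luminescence.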
MLL CXXC-DNA inh = qHTS Fluorescence Polarization Assay for Inhibitors of MLL CXXC domain - DNA interaction; Histone-lysine N-methyltransferase 2A (Homo sapiens), Q03164; MLL-CXXC / FITC-HOXA9 DNA fluorescence polarization; Potency, µM (titrated, usually from 115 µM), for the others: at the top dose activity change, negative = inhibition, actives largely listed as inhibitors; 0.037% of 290,000 active; active means well fitted inhibition curve with a large enough effect in the polarisation, with a control signal flat, not every such curve was filed as active; inconclusive means small, poorly fitted or top-dose-only effect, or effect the other way, or a change in a side signal; inactive means no such curve, though single readings can be large or run the other way; the % refers to the polarisation; further: potency means the concentration at half of the fitted maximal effect
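Steps: dispense CXXC domain solution (7 uM) → pin compounds or unlabeled HOX-A9 DNA control → 5 min ambient → add FLSN-HOX-A9 solution (50 nM) → spin → 30 min ambient → fluorescence polarization. Tris pH 7.5/NaCl/DTT/BSA buffer.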
USP2a block = qHTS Assay for Inhibitors of Ubiquitin-specific Protease USP2a Using CHOP2 as the Reporter. Potency, µM (highest dose often 38.3 µM), for the others: at the top dose activity change, negative = inhibition, actives largely listed as inhibitors. USP2 core, Ub-CHOP2 coupled fluorogenic reporter, 485/531. Ubiquitin carboxyl-terminal hydrolase 2 (Homo sapiens), O75604. 0.01% of 330,000 active;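 further: potency means the concentration at half of the fitted maximal effect; plate controls were DMSO wells for no effect and full inhibition by NEM control for full effect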
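Deubiquitinase activity read as fluorescence (485/531 nm) after Ub-CHOP2 cleavage activates the enterokinase reporter on its substrate; USP2 core 10nM, Ub-CHOP2 and substrate 25nM each, 30min compound preincubation then 60min RT; data normalized to NEM, curves fitted.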
TRPV1 agonist = HTS Assay for Compounds that Act as Agonists of the Vanilloid Receptor 1; activation, % at 8.33 µM; Transient receptor potential cation channel subfamily V member 1 (Homo sapiens), Q8NER1; 0.19% of 320,000 active; TRPV1-expressing cells, Fluo-8 calcium influx, agonist mode; in the data active means activation above about 80%; inconclusive means between about 30% and that limit; further: 0% is about no effect
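Cells expressing TRPV1 were dye-loaded with Fluo-8 and read kinetically: 10 s baseline, 3 min after compound (agonist portion), then 2 min after EC20 capsaicin (allosteric enhancer portion). Calcium-bound dye fluorescence at 480/520 nm.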
An asterisk follows results filed as active; ? = inconclusive; . = no result given; & = joins results of further samples; [ ] = another dose, or the depositor's remark. Unless noted, the call rests on the fitted dose curve; in most records, active means well fitted curve in the direction sought with a large enough effect; inconclusive means small, poorly fitted or top-dose-only effect, or another doubt; inactive means no such curve, though single readings can be large; an effect the other way counts as inactive or inconclusive. Not all compounds are listed; count on the stated rates, not on these rows.

Structure	Menin MLL FP TR	KCNH2 3.1 inh	FBPA coupling cs	KCNH2 WT inh	Giardia killer	GALK inhibitor	B2AR arrestin	PKM2 act	MLL CXXC-DNA inh	USP2a block	TRPV1 agonist
CCOC(=O)C1=C(C)c2ccccc2OC1(CC)C(=O)OCC (stereo not given)	-18%[94.6 µM]	0	-4	4	?	.	0.2%	.	.	1%	.
Nc1nc(CN2CCN(Cc3ccccc3)CC2)nc(Nc2ccc3c(c2)OCCO3)n1	-6%	?	0	24	1	-1%	0.1%	-4%	-3%	0%	0
CCN(CCC(=O)Nc1cc(OC)cc(OC)c1)Cc1ccccc1	-9%	-27	-40*	20	2	-3%	-0.3%	-3%	0%	-1%	2
CCN(CC)CCOC(=O)C1(C2CCCCC2)CCCCC1	?	.	-3&2&2	.	-3	-3%	.	0%	9%&-8%	6%	11
O=C(O)c1ccccc1C(=O)Nc1cc(-c2ccccc2)[nH]n1	14%	-3	-1	2	-17	-3%	-1.0%	.	12%	3%	1
COc1ccc(CN2CCNC(=O)C2CC(=O)N(C)CC2CCOCC2)cc1C (stereo not given)	-3%	14	2	4	17	-3%	-0.2%	2%	-8%	5%	2
Cn1c(COc2ccc3ccccc3c2)nnc1SCC(=O)O	-8%	8	19	7	-14	5%	0.0%	8%	8%	1%	5
O=C(CCOc1cccc(Br)c1)Nc1ccc(F)c(S(=O)(=O)N2CCOCC2)c1	.	8	.	-8	7	.	-0.1%	.	.	2%	?
CN(C)C(=O)COc1ccc2c3c(c(=O)oc2c1)CCCC3	-9%	-7	4	-19	-20	3%	3.4%	-4%	-3%	0%	-2
CCn1cc([N+](=O)[O-])c(C(=O)Nc2ccc(Cn3nc(C)cc3C)cc2)n1	-21%	-17	2	-5	6	1%	0.0%	3%	0%	4%	6
COc1ccc(/C(N)=N/OC(=O)CCCc2ccccc2)cc1	3%	1	0	-13	-10	0%	0.0%	5%	34%[activator]	-1%	-1
CN(C(=O)COc1ccccc1C(=O)NCCc1ccccc1)c1ccccc1	?	-5	4	-14	2	-2%	6.1%	-1%	-5%	-1%	?
Cc1ccc(NC(=O)c2ccc(=O)[nH]n2)cc1S(=O)(=O)Nc1ccc(SC(F)F)cc1	.	13	.	-14	8	.	-0.9%	.	.	2%	.
COc1ccc(CNS(=O)(=O)c2cn(C)c(=O)n(C)c2=O)cc1	.	8	.	10	1	2%	0.3%	1%	-2%	-6%	1
COc1ccc(CC(=O)O/N=C(\N)c2ccc(Br)cc2)cc1OC	1%	-7	0	-12	10	4%	-0.7%	-1%	-4%	3%	14
Cc1occc1-c1n[nH]c(=S)n1CC(C)C	10%	5	1	1	4	-2%	0.1%	-3%	4%	4%	2
C=CCn1c(SCC(=O)/C(C#N)=C(\C)N)nc2sc(C)c(C)c2c1=O	34%[activator]	-14	5	-2	26	3%	-0.2%	-2%	-1%	2%	?
CCCC(=O)Nc1nnc(SCC(=O)N2C(C)CCCC2C)s1 (stereo not given)	-10%	-7	-1	-4	-7	-1%	-0.5%	.	-2%	3%	-1
COc1ccc(NC(=O)CCC(=O)Nc2nnc(C(F)(F)F)s2)c(OC)c1	4%	4	5	-3	4	2%	0.0%	12%	-8%	3%	1
NC(=O)C1=C[C@H](c2ccc(C(F)(F)F)cc2)C[C@H](OCc2ccc(CO)cc2)O1	-2%	-9	3	1	32[activator]	1%	-0.7%	0%	-10%	1%	-2

(continued)
Structure	Menin MLL FP TR	KCNH2 3.1 inh	FBPA coupling cs	KCNH2 WT inh	Giardia killer	GALK inhibitor	B2AR arrestin	PKM2 act	MLL CXXC-DNA inh	USP2a block	TRPV1 agonist
Cc1ccc(-c2nc3sc4c(c3c(=O)n2N)CCCC4)cc1	-13%	-9	2	-1	-10	-1%	0.1%	1%	10%	1%	7
Cn1c(SCC(=O)c2ccc(O)cc2O)nnc1-c1ccccc1	-12%	-5	-3	2	2	-2%	-0.2%	11%	4%	1%	1
Cc1c(CC(=O)O)c(=O)oc2cc3oc4c(c3cc12)CCCC4	.	1	7	-3	-8	-1%	-0.9%	-9%	-2%	-1%	2
O=C1/C(=C\c2cccnc2)SC(=S)N1C1CCS(=O)(=O)C1 (stereo not given)	.	13	0	-12	-16	0%	-0.4%	2%	-10%	0%	.
CC(C)(C)OC(=O)NNC(=S)NC1CCCCC1	-3%	17	1	0	-3	4%	-0.3%	85%	9%	1%	0
N#Cc1nc(Cc2cccc3ccccc23)oc1NCCN1CCOCC1	.	0	-4	-11	16	-4%	-0.1%	8%	0%	2%	23
C=CCn1c(SCc2cccc(F)c2)nc2cc(C(=O)N3CCC(C(N)=O)CC3)ccc2c1=O	5%	-6	5	5	50[activator]	.	-0.8%	8%	4%	3%	?
CCOc1ccc(S(=O)(=O)N2CCCCC2)cc1NC(=O)CN1C(=O)NC(CC)(c2ccccc2)C1=O (stereo not given)	.	-5	.	20	-4	2%	-0.7%	-15%	1%	-2%	2
CN(C)Cc1cc(C(C)(C)C)cc(C(C)(C)C)c1O	.	-9	0	4	-9	-2%	-0.1%	0%	3%	0%	-1
O=C(NNc1ncnc2sccc12)c1ccc(Cl)cc1	.	15	-1	-5	-22	1%	-1.4%	-1%	-3%	6%	9
Cc1cc(NC(=O)C2CCCC2)n(-c2nc3ccccc3[nH]2)n1	-1%	3	.	-1	-11	1%	-0.7%	2%	-3%	-2%	-4
COC(=O)c1ccsc1NC(=O)CS(=O)(=O)c1ccccc1	.	0	.	6	-4	.	0.4%	.	.	0%	2
O=C(CSc1nnnn1C1CCCCC1)N1CCOCC1	5%	-15	-1	-3	-11	-3%	-0.4%	?	-1%	9%	0
CC1(C)CN=C(N(C(=O)Nc2ccccc2)c2ccccc2F)S1	.	2	3	-1	-19	-1%	-0.5%	-2%	-6%	-5%	9
O=C(CCS(=O)CCC(=O)NCc1ccccc1)NCc1ccccc1	?	2	8	0	-21	0%	-0.3%	2%	1%	-4%	2
Cc1cc(C)n(C(=O)c2cccc(S(=O)(=O)N3CCCC3)c2)n1	-6%	7	0	-14	7	6%	-0.2%	-5%	6%	?	15
COc1cc(C(=O)OC(C)C(=O)N2CCCC2)cc2c1OCCO2 (stereo not given)	.	-2	.	-11	-15	.	0.0%	.	.	3%	0
CC(=O)N(C)c1ccc(N=Nc2c(C)[nH]n(-c3ccccc3)c2=O)cc1	-9%	26	-1	-3	-8	5%	-0.4%	-3%	-24%	3%	1
CCc1ccc(NC(=O)C2CCN(C(=O)[C@@H]3Cc4ccccc4CN3)CC2)cc1	-2%	-40	0	-18	-6	1%	-0.6%	-2%	59%[activator]	-1%	18
COc1ccc(S(=O)(=O)NCC(c2ccco2)N2CCc3ccccc32)cc1 (stereo not given)	.	1	.	-2	-8	.	-0.6%	.	.	0%	11
N/C(Cc1cccs1)=N\OC(=O)COc1ccc(Br)cc1Cl	23%	-19	0	6	4	-4%	0.2%	-3%	11%	4%	23
CC(C)C1CC(CCN)(Cc2ccccc2)CCO1 (stereo not given)	?	-23	0	22	16	5%	0.0%	-7%	-5%	2%	-11
Cc1ccc(Nc2nc(NCCO)nc3c2cnn3C)cc1Cl	?	-9	-7	4	-23	.	0.0%	.	16%	-1%	2

High-throughput results (PubChem BioAssay)
